LEDGF integ inh = blocks HIV-1 LEDGF/p75-dependent DNA integration. TR-FRET IN-LEDGF/p75 DNA integration, Eu/Cy5. inhibition, % at 3.7 µM. 0.64% of 370,000 active. AID 743269;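 active means inhibition above the screen-wide mean plus 3 SD, cut at about 13% in these data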;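 further: signal is the Cy5 over europium emission ratio at 671 and 618 nm; 0% = plate median of compound wells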
SIAE inh = blocks human sialic acid acetylesterase; AID 1053197; 0.69% of 370,000 active; SIAE FP-Rh probe binding, fluorescence polarization; inhibition, % at 9.66 µM;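 active means inhibition above a cutoff: mean of compounds within the control limits plus 3 SD of those, cut at about 17% in these data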;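 further: 0% = plate median of compound wells and 100% = probe without SIAE protein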
PRMT1 inh = PRMT1 (human) inhibition, primary screen. inhibition, % at 2.79 µM. recombinant PRMT1, activity-based probe fluorescence polarization. Q99873. 1.3% of 370,000 active;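 active means inhibition above about 21% made by adding two undisclosed values, limit read from the data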
HTRA1 inh = blocks human HTRA1 serine peptidase. Q92743. recombinant HTRA1, FP-rhodamine activity-based probe, fluorescence polarization. inhibition, % at 5.96 µM. 0.5% of 340,000 active; in the data active means inhibition above about 36%;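 further: 0% = enzyme with DMSO and 100% = wells lacking enzyme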
ABHD4 inh = ABHD4 (mouse) inhibition, primary FP screen; AID 720543; 0.54% of 370,000 active; purified mABHD4, FP-Rh probe fluorescence polarization; Q8VD66; inhibition, % at 8.92 µM;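 active means inhibition exceeding the mean over every tested compound plus 3 SD, cut at about 30% in these data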;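 further: 0% = plate median of compound wells and 100% = S159A mutant with DMSO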
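Test system: mouse ABHD4 enzyme, wild type. Reagent: FP-Rh fluorescent activity-based probe, added after compound pre-incubation. Timing: pre-incubation 45 min, probe exposure 60 min, at 25 °C. Technique: FP readout, ex 525 nm / em 598 nm. Benchmarks: high control S159A mutant with DMSO, low control median of compound wells.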
TDP2 absorb = TDP2 (human) inhibition, absorbance primary screen | 0.34% of 370,000 active | AID 720702 | inhibition, % at 12.8 µM | recombinant TDP2, T5PNP hydrolysis, p-nitrophenol absorbance 415 nm;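 active means inhibition above the mean of all tested compounds plus 3 SD, set per campaign, cut at about 25% in these data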;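 further: 0% = DMSO with enzyme and 100% = buffer with substrate but no TDP2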
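Incubation: 2 h at 37 °C; Test system: recombinant human TDP2; Quantity: enzyme 120 nM; Read-out basis: percent inhibition; Medium: 50 mM Tris-HCl pH 7.5 with Mg2+, KCl, DTT, BSA; Repeats: single replicate; Compound: 12.8 µM single point, 1% DMSO; Signal: epi absorbance; Reagent: 5 mM T5PNP chromogenic substrate; Benchmarks: no-enzyme high, DMSO-plus-enzyme low.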
UHRF1 binding = human UHRF1 methylated DNA binding inhibitors; Q96T88; UHRF1 binding to methylated oligo, TR-FRET; inhibition, % at 4.4 µM; 0.75% of 370,000 active; in the data active means inhibition above about 21%;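 further: UHRF1 SRA domain binding a hemimethylated CpG hairpin DNA probe; 0% = median of test compound wells and 100% = reference inhibitor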
TCR-CD3 inh = blocks the human TCR-CD3 interaction; inhibition, % at 9.4 µM; 0.37% of 360,000 active; TAMRA-labeled TCR probe fluorescence, biochemical; in the data active means inhibition above about 19%;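 further: recombinant mutant TCR 2C K166C tagged with TAMRA read by polarization; 0% = receptor in buffer alone and 100% = receptor with positive control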
PG9 binder = small molecules binding HIV-1 gp120 antibody PG9. AID 624416. 0.43% of 360,000 active. TR-FRET gp120-PG9 antibody binding. inhibition, % at 6.7 µM; in the data active means inhibition above about 8.5%
DDE Tn7 FP inh = inhibitors of Tn7 peptide binding to human fibrin DD(E) | inhibition, % at 8.3 µM | AID 720508 | 0.13% of 370,000 active | FP displacement of FITC-Tn7 peptide from fibrin DD(E); 0% = median of compound wells per plate | P02675;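 active means inhibition above the mean of compounds falling within the control limits plus 3 SD of them, cut at about 14% in these data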;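 further: 0% = plate median of compound wells and 100% = 10 µM Aha-Tn7 peptide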
Target sequence (P02675 whole entry, looked up): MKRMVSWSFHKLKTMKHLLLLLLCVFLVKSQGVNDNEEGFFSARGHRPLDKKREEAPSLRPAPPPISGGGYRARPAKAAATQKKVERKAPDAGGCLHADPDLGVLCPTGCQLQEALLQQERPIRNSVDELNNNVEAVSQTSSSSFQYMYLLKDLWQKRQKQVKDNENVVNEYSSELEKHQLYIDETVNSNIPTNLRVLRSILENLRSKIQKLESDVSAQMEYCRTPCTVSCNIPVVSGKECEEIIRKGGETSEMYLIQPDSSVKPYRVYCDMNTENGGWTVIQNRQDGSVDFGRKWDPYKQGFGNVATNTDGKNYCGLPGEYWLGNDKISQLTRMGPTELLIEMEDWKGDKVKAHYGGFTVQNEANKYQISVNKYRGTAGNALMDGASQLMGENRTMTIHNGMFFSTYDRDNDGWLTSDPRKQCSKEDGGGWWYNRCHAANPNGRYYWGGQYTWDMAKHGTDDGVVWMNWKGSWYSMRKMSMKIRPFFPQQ
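Assay system: Fibrin-DD(E) protein isolated from polymerized human fibrin clots; read-out basis: percent inhibition; medium: Tris/NaCl/CaCl2 buffer, pH 7.8; signal: FP measurement; incubation: 10 min plus 3 h, room temperature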
Starred values were filed as active, the others as inactive; & = joins results of further samples. The order is random; any-hit rate near 4.2%.

Screening COCC(C)NC(=O)C(C)Oc1ccccc1 (centres undefined) returned LEDGF integ inh 0, SIAE inh 3, PRMT1 inh -1, HTRA1 inh 0, ABHD4 inh 1, TDP2 absorb -8, UHRF1 binding 6, TCR-CD3 inh 5, PG9 binder 0.9 and DDE Tn7 FP inh 2.
For COc1ccccc1Cc1c(-c2ccc(OC)c(OC)c2)nc2c3ccccc3ccn12 the results were LEDGF integ inh -3, SIAE inh 1, PRMT1 inh 1, ABHD4 inh -4, TDP2 absorb 6, UHRF1 binding 20, TCR-CD3 inh -8, PG9 binder -2.6 and DDE Tn7 FP inh -2.
Screening O=C(NCCN1C(=O)S/C(=C\c2cccnc2)C1=O)c1cccc(OC(F)F)c1 returned LEDGF integ inh -2, SIAE inh 1, PRMT1 inh 9, HTRA1 inh 3, ABHD4 inh -5, TDP2 absorb 10, UHRF1 binding -3, TCR-CD3 inh -1, PG9 binder -3.1 and DDE Tn7 FP inh -4.
CC(=O)Oc1ccc(C2=NN(c3ccccc3)C(c3ccccc3)C2)cc1 (centres undefined) was read as LEDGF integ inh 4, SIAE inh 9, PRMT1 inh -1, HTRA1 inh 3, ABHD4 inh -10, TDP2 absorb -16, UHRF1 binding 3, TCR-CD3 inh -5, PG9 binder -0.2 and DDE Tn7 FP inh -9.
`O=C(CCc1nc2ccccc2[nH]c1=O)N/N=C/c1ccccc1` gave LEDGF integ inh 0, SIAE inh -1, PRMT1 inh -4, HTRA1 inh 2, ABHD4 inh 4, TDP2 absorb -6, UHRF1 binding -1, TCR-CD3 inh 2, PG9 binder -1.0 and DDE Tn7 FP inh -2.
CC(C)(C)C(=O)Nc1cc(C(F)(F)F)ccc1-n1ccnc1 was read as LEDGF integ inh -3, SIAE inh 9, PRMT1 inh -2, HTRA1 inh 0, ABHD4 inh 1, TDP2 absorb 1, UHRF1 binding 1, TCR-CD3 inh 4, PG9 binder -0.3 and DDE Tn7 FP inh 4.
Screening Cc1ccccc1C1NC(=S)NC2=C1C(=O)CC(C)(C)C2 (centres undefined) returned LEDGF integ inh -6, SIAE inh -8, PRMT1 inh -3, HTRA1 inh 0, ABHD4 inh 7, TDP2 absorb 12, UHRF1 binding 1, TCR-CD3 inh -5, PG9 binder -0.2 and DDE Tn7 FP inh -4.
For COc1cccc(C2Cc3ccccc3C(=O)O2)c1 (centres undefined) the results were LEDGF integ inh -2, SIAE inh -7, PRMT1 inh 2, HTRA1 inh -3, ABHD4 inh 4, TDP2 absorb 7, UHRF1 binding 11, TCR-CD3 inh 0, PG9 binder -2.4 and DDE Tn7 FP inh 8.
`CNCCCC12CCC(c3ccccc31)c1ccccc12` gave LEDGF integ inh inactive, SIAE inh 6&6&-5, PRMT1 inh 0&-2&-1, HTRA1 inh 4&2&1, ABHD4 inh 15&4&3, TDP2 absorb -3&-1&11, UHRF1 binding 0&-1&-1, TCR-CD3 inh -7&8&-8, PG9 binder 0.3&0.1&-0.2 and DDE Tn7 FP inh -6&1&13.
For O=C(Nc1cccc(-n2cnnn2)c1)c1ccc(Cl)cc1Cl the results were LEDGF integ inh 0, SIAE inh -5, PRMT1 inh 3, HTRA1 inh -3, ABHD4 inh -3, TDP2 absorb 4, UHRF1 binding 1, TCR-CD3 inh -2, PG9 binder -0.5 and DDE Tn7 FP inh 0.
`O=C(CN1CCN(c2ccccn2)CC1)Nc1cccc(Br)c1` gave LEDGF integ inh 0, SIAE inh 2, PRMT1 inh -3, HTRA1 inh -6, ABHD4 inh -5, TDP2 absorb 4, UHRF1 binding -4, TCR-CD3 inh -4, PG9 binder -0.9 and DDE Tn7 FP inh -1.
`CC1CN(C(=O)CCc2ccccc2)C(C)CN1C(=O)CCc1ccccc1` (centres undefined) gave LEDGF integ inh -2, SIAE inh 2, PRMT1 inh -1, HTRA1 inh -1, ABHD4 inh 1, TDP2 absorb 3, UHRF1 binding -1, TCR-CD3 inh 12, PG9 binder -0.2 and DDE Tn7 FP inh -9.
For CSc1ncccc1C(=O)N(C)CC(=O)Nc1ccc(Cl)c(C(F)(F)F)c1 the results were LEDGF integ inh -8, SIAE inh -3, PRMT1 inh 0, HTRA1 inh -9, ABHD4 inh -3, TDP2 absorb -4, UHRF1 binding 1, TCR-CD3 inh -3, PG9 binder -1.3 and DDE Tn7 FP inh -5.
CCCCCCCCNS(=O)(=O)CC1NCc2ccccc21 (centres undefined) was read as LEDGF integ inh -1, SIAE inh -3, PRMT1 inh -2, ABHD4 inh -3, TDP2 absorb 7, UHRF1 binding -11 and DDE Tn7 FP inh -2.
